Assay outcomes deposited in PubChem by several laboratories.
Cardiac RTF inh – cardiac RTF calcium desensitization; AID 493244; P19429+P45379; inhibition, % at 7.15 µM; IANBD-labeled cardiac RTF, Ca2+ fluorescence; 0.12% of 340,000 active;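 active = inhibition above the mean inhibition of all tested compounds plus 3 SD, cut at about 17% in these data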;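 also: assay run at fixed EC70 calcium of 1.6 mM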
Rtt109 Vps75 – C. albicans Rtt109 histone acetyltransferase inhibition. Q5AAJ8. purified Rtt109/Vps75, ThioGlo CoA-SH fluorescence, 4 h. inhibition, % at 34.9 µM. 0.16% of 330,000 active. AID 540336;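 active = inhibition of at least 50% in every replicate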
Target sequence (Q5AAJ8 whole entry, looked up): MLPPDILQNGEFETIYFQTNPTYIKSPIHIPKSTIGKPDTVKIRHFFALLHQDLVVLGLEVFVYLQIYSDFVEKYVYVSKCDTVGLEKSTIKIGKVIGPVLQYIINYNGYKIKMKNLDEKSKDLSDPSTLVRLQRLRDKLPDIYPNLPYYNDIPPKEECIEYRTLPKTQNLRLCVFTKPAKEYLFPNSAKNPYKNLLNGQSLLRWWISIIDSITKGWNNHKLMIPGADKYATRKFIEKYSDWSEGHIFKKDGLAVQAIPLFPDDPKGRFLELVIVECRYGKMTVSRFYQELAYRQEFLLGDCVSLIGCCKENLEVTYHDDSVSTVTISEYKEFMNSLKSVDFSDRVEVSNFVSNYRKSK
Keap1 Nrf2 FP – Keap1-Nrf2 (human) interaction inhibition. Q14145. Keap1 Kelch-Nrf2 peptide fluorescence polarization, 1536-well. inhibition, % at 9.4 µM. 0.15% of 340,000 active; in the data active = inhibition above about 12%;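 also: human Keap1 Kelch domain with fluorescein labeled Nrf2 9mer peptide probe; 0% = neutral control wells and 100% = peptide positive control; higher means more block of Keap1 binding to Nrf2 peptide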
Target sequence (Q14145 whole entry, looked up, the tested form may be a part): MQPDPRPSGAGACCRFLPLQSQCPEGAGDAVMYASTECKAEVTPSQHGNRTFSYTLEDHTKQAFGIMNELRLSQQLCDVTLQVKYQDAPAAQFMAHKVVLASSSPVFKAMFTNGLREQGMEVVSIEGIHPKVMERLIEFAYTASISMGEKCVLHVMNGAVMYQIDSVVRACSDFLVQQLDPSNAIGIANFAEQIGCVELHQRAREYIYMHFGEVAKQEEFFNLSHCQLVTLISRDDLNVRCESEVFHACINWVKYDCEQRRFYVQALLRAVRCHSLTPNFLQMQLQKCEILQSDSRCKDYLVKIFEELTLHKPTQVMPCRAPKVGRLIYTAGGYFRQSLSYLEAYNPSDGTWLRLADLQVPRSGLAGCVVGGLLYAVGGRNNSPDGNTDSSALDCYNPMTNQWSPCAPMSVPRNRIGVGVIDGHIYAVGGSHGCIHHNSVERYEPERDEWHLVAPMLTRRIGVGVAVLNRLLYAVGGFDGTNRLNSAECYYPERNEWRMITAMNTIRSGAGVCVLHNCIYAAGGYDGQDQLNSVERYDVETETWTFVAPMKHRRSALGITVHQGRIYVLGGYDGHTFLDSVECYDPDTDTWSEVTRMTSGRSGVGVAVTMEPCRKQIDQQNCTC
C-LANA FP – inhibitors of KSHV LANA C-terminal domain DNA binding. AID 504423. inhibition, % at 9 µM. 0.078% of 340,000 active. MBP-C-LANA/FAM-LBS DNA binding, fluorescence polarization;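 active = highest replicate inhibition at or above 60% at 9 µM, even if other replicates fall short; inactive = all replicates below 60% inhibition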;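 also: 0% = neutral control wells and 100% = 4 µM acridine orange control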
dFosB activator – mouse delta FosB homodimer activation; P13346; purified delta FosB, TAMRA-CDK5 oligo fluorescence polarization; percent of positive-control signal above neutral wells; activation, % at 25 µM; 0.99% of 340,000 active;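 active = mean activation above about 17%, with every replicate also reaching it, limit read from the data, passing the limit was not always enough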;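 also: fluorescence polarization rise as delta FosB binds a TAMRA Cdk5 AP-1 oligo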
NSD2 HMT inh – inhibitors of human histone methyltransferase NSD2; NSD2 peptide methylation, AlphaScreen, 120 min; AID 743445; 0.54% of 310,000 active; inhibition, % at 12.5 µM; in the data active = inhibition above about 50%
PfHsp90 yeast 2 – inhibits growth of yeast expressing Plasmodium falciparum Hsp90; S. cerevisiae expressing PfHsp90, BacTiter-Glo ATP, 48 h; yeast lacking PDR1 and PDR3 efflux regulators; inhibition, % at 9.4 µM; 0.32% of 310,000 active; AID 504621;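 active = every replicate shows inhibition above about 80%, whatever the replicate mean, limit read from the data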;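 also: 0% = DMSO neutral controls and 100% = 20 µM radicicol positive controls; yeast relying on Plasmodium falciparum Hsp90 in place of its own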
cardiac RTF act – cardiac RTF calcium sensitization; P19429+P45379; IANBD-labeled TnC RTF fluorescence at EC20 calcium; 0% EC20 calcium, 100% full calcium; activation, % at 7.2 µM; 0.24% of 340,000 active; AID 493008;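 active = activation above the mean over all tested compounds plus 3 SD, cut at about 30% in these data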;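 also: rise in fluorescence read as greater calcium sensitivity of cardiac thin filaments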
Mot1-301 SUMO – SUMOylation pathway inhibition by Mot1-301 growth rescue; S. cerevisiae Mot1-301 growth rescue, ATP luminescence, 38.5C; percent above DMSO median, 100 means doubled; growth rescue, % at 18.8 µM; 1% of 320,000 active;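 active = every valid replicate shows activation above 250% relative to neutral control wells; inactive = the rest, any valid replicate at or below 250%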;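 also: OY570 slx delta 5 strain wells were the positive control but not used for scaling; some compounds called inactive have numbers as strong as hits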
PvdQ acylase – blocks Pseudomonas aeruginosa PvdQ acylase activity. inhibition, % at 10 µM. 0.063% of 340,000 active. purified PvdQ acylase, fluorescence plate reader; in the data active = inhibition above about 30%, passing the limit was not always enough;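 also: 0% = vehicle neutral wells and 100% = reference inhibitor wells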
CDK5 p35 inh – inhibitors of human CDK5/p35 kinase. 0.01% of 330,000 active. Q00535+Q15078. inhibition, % at 10 µM. Recombinant CDK5/p35, ADP-Glo luminescence, 60 min. AID 488839;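 active = highest replicate inhibition of at least 50% and at least 75% of replicates reaching 50%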;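 also: plate controls were DMSO neutral control for no effect and GW8510 at 10 µM for full effect; many of its hits are not listed in these tables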
* hit, by the source's call; i = inactive; . = no result given.

Value order – dFosB activator, Keap1 Nrf2 FP, Cardiac RTF inh, cardiac RTF act, NSD2 HMT inh, CDK5 p35 inh, Rtt109 Vps75, C-LANA FP, PfHsp90 yeast 2, PvdQ acylase, Mot1-301 SUMO
COc1cc(CNCc2cccc(OC)c2OC)cc(OC)c1
 : -1, -2, 5, -2, -1, -1.5, 3, -0.8, -3, 1, 1
c1ccc(-c2cc3ccccc3[nH]2)cc1
 : -9, -6, 2, 3, ., -3.0, -9, -1.1, 12, -13, 30
COc1ccc(/C=C/CN2CCCC(C(=O)c3ccc(OC)c(F)c3)C2)cc1 (centres undefined)
 : 4, -5, -10, 1, 4, -1.1, 5, -12, -14, -13, -1
CCOC(=O)N1CCC(NC(=O)c2cc3cc4cc(OC)ccc4nc3o2)CC1
 : -28, -5, -6, -1, -4, 0.6, -9, 0.3, -8, -15, 2
CCOC1=CC(=O)OC(c2ccccc2)C1 (centres undefined)
 : -5, 0, 1, -3, -2, -1.0, 2, -0.7, 19, 81*, .
COc1ccccc1C(=O)Oc1ccc(N2C(=O)CCC2=O)cc1
 : 7, 1, -8, 7, ., -0.2, 0, 0.3, 25, -15, 12
Cc1ccc(NC(=O)COc2cccc(Oc3ccccc3)c2)cc1S(=O)(=O)N1CCOCC1
 : -7, 0, -6, 5, 0, 0.1, -2, -0.1, -5, -5, -2
CCOC(=O)c1sc(NC(=O)CSc2nc(C)cc(C)n2)c(C#N)c1C
 : -16, -2, 5, -2, -1, -2.5, 4, -3.1, -44, -20, 165
CN(C)CCNC(=O)NC1CCCCC1
 : 0, -3, 1, 0, -1, 1.2, 11, 0.6, ., 7, 19
CCN(CC(=O)NCc1cccs1)C(=O)CCC(=O)c1ccc(C)cc1
 : 6, -4, -5, 4, -1, 0.2, -3, -2.6, ., -1, -8
O=C(CSc1ccc2nnc(-c3ccccn3)n2n1)NCC1CCCO1 (centres undefined)
 : -1, 0, -7, -1, ., 0.3, 13, 0.0, -21, -22, i
COc1ccc(CCNC(=O)CSc2n[nH]c(N)n2)cc1OC
 : 2, 0, -3, 0, 3, -3.2, -12, -0.4, -14, -12, 7
COC(=O)C1=C(C)N(CCCC(=O)O)C(=O)NC1c1cccs1 (centres undefined)
 : 4, -2, 6, 1, ., -4.2, -1, -1.1, 15, -5, -7
CCCCN(Cc1ccccc1)S(=O)(=O)c1c(N)n(C)c(=O)n(C)c1=O
 : -1, -2, 0, -2, -2, 1.1, 0, -1.8, -12, -6, -6
Nc1ccc(NC(=O)CCN2CCOCC2)cc1
 : 1, 1, 6, 4, 1, 1.1, -4, -1.6, 13, 7, -15
COc1ccc(S(=O)(=O)N2CCCCC2)cc1NC(=O)c1cncc(Br)c1
 : -6, -3, 1, -7, 3, -0.7, -10, -1.8, -7, -15, 8
CNC(=S)N1N=C(c2ccc(Br)cc2)CC1c1ccc(OC)cc1 (centres undefined)
 : 6, -1, 13, 2, 0, -1.3, 28, 1.1, 1, 20, 12
Cc1nn(-c2ccc(F)cc2)c(Cl)c1C(=O)N(C)CC(=O)Nc1cccc(F)c1
 : -3, 0, 3, -3, -1, -0.9, 12, -0.6, ., 3, -4
O=C(COc1ccccc1Cl)NCCNC(=O)c1ccccn1
 : -3, -1, -12, -1, 0, 0.5, 1, -3.6, -12, -4, -14
Cc1ccc(C(=O)c2c[nH]c(C(=O)NCCCN3CCOCC3)c2)cc1
 : -11, -5, -6, 4, -1, -1.0, 4, 0.0, -2, -10, 10
CCC(CC)NC(=O)C1CC(=O)N(CCc2ccc(F)cc2)C1 (centres undefined)
 : 0, -6, 2, -1, -4, 0.7, 0, 1.4, -8, -2, 27
Cc1ccc(/C=C/C(=O)Nc2ccccc2C(N)=O)cc1
 : 4, -4, -6, 3, -2, -2.7, 15, 1.2, 5, -16, -4
NC(=O)C(c1ccc(Cl)cc1Cl)c1ncc(C(F)(F)F)cc1Cl (centres undefined)
 : -10, 3, -1, 0, -1, 5.4, 0, -0.1, 3, -8, 257
O=C(O)c1ccc(CSc2nnc(-c3ccccc3)n2-c2ccccc2)cc1
 : 6, -2, -9, 2, -5, -2.7, 2, -1.0, -2, -10, 7
COC(=O)C(Cc1c[nH]c2ccccc12)NC(=O)c1cccs1 (centres undefined)
 : -1, -5, -6, -4, 4, 0.7, 10, 0.0, 0, -8, 3
COc1ccccc1NC(=O)CSc1nnc(-c2ccoc2C)o1
 : -13, -1, -7, -2, 6, 0.9, 0, -0.7, ., -15, -2
O=S(=O)(CS(=O)(=O)Oc1ccccc1)Oc1ccccc1
 : -1, 1, 1, -5, -2, 0.0, -13, 1.4, -3, -2, .
O=C(CCCOc1ccc(Cl)cc1Cl)Nc1ncccn1
 : -7, -2, -7, 3, -3, 0.4, -6, -2.0, -13, -10, 35
Cc1ccc(NC(=O)CS(=O)CC(=O)Nc2cnc3ccccc3c2)cc1Cl (centres undefined)
 : -3, -3, -12, 1, 0, 0.2, -8, 0.8, -8, -7, -13
COc1ccc(CN2CCNC(=O)C2CC(=O)NCCCC2CCCC2)c(F)c1 (centres undefined)
 : -2, -1, 2, -1, 5, -0.3, -2, -1.8, -12, -2, 233
CCC(C)C(NC(=O)c1ccccc1NC(=O)c1ccc(OC)cc1)C(=O)NCCCn1ccnc1 (centres undefined)
 : 1, ., -10, 3, 0, -1.5, -5, ., 5, -10, 6
COC(=O)[C@H](C)NC(=O)NCc1ccccc1F
 : -6, -1, 7, -4, -1, -1.0, -4, 1.7, -22, 5, 21
COc1cc(C2NC(=O)N(C)C(C)=C2C(=O)OCc2ccccc2)cc(Br)c1O (centres undefined)
 : -2, 1, -3, -2, 3, 0.9, 8, -2.8, -8, 4, -1
Cc1cc(C)c(C(CC(=O)c2cccs2)C(C#N)C#N)c(C)c1 (centres undefined)
 : -11, -3, 7, 0, 0, 1.0, 0, 2.0, 19, -2, 477*
CC(CNC(=O)c1ccco1)NC(=O)c1ccco1 (centres undefined)
 : -1, -3, -12, -2, -6, 0.6, 2, 2.6, -29, -14, 55
COc1ccc(N2CCN(C(=S)Nc3ccccc3)CC2)cc1
 : 2, -4, -1, 2, 4, 0.2, 3, 0.2, -5, -13, 11
COc1cc(Cl)c(S(=O)(=O)NCc2ccccn2)cc1Cl
 : -7, -3, 1, 17, 1, -1.9, -2, -0.6, -11, -1, 0
O=C1CCCCC1(CCc1ccncc1)CCc1ccncc1
 : -6, -3, -3, -1, 0, -1.5, -6, -2.0, -18, -18, .
COC(=O)c1c(NC(=O)CSc2nncs2)sc2c1CCCCC2
 : -7, 0, -10, -2, -1, 0.1, -2, 0.3, -23, -4, -12
O=C(Nc1ccccc1)c1ccc(-c2ccccc2)s1
 : -2, -2, -4, 0, 1, -2.6, -8, 0.5, 8, -9, -7
CS(=O)(=O)NCCCCNc1ccc(C(F)(F)F)cc1[N+](=O)[O-]
 : 1, 1, -1, 2, 16, 2.2, 5, -0.1, 4, 8, 33
O=C(NCCN1CCN(c2ccccc2)CC1)Nc1ccc(Cl)cc1
 : -13, -4, -20, 1, -2, -0.5, 1, 3.1, -7, -19, -17
O=C(NCCn1cccc1)c1cccc2ccccc12
 : -3, -4, -8, 5, 4, 0.9, 12, -0.3, 23, 0, -11
COc1ccc(/C=C/C(=O)c2c(O)ccc3c(C)cc(=O)oc23)cc1
 : -7, 1, -12, 0, 12, 0.2, -2, 1.0, -18, 2, -1
COc1cc(NC(=S)NCCCN2CCOCC2)cc(OC)c1OC
 : 0, 1, 0, -4, -3, 0.0, -27, 0.4, 19, -15, 308
CCOc1ncccc1C(=O)OCc1ccc(C(=O)OC)cc1
 : -15, 0, -4, -3, -6, -0.2, 4, 1.5, -10, 7, -19
NC(=O)C1CCN(C(=O)CC(c2ccccc2)c2ccccc2)CC1
 : -11, 1, 3, -3, -5, -2.0, -5, -1.6, 2, -3, 58
OC(c1cc(-c2ccc(C(F)(F)F)cc2)nc(C(F)(F)F)c1)C1CCCCN1 (centres undefined)
 : -194, 0, -1, -2, -3, 2.1, -8, 0.6, -1, -8, 0
Cc1ccccc1NC(=O)NC(C)(C)CC(C)(C)C
 : -9, -5, -10, 2, -6, -0.2, -1, -1.3, -11, -15, -8
CCOC(=O)COn1c(=O)c(-c2ccc(C)cc2)[n+]([O-])c2ccccc21
 : 0, -6, -2, 10, -2, 0.2, 11, -0.5, 5, 11, -12
O=C(Nc1cccnc1)c1cc(-c2ccccc2O)on1
 : -2, -4, 2, -5, 0, 0.5, -1, -0.2, 16, -5, .

In another format: results already given
molecule	dFosB activator	Keap1 Nrf2 FP	Cardiac RTF inh	cardiac RTF act	NSD2 HMT inh	CDK5 p35 inh	Rtt109 Vps75	C-LANA FP	PfHsp90 yeast 2	PvdQ acylase	Mot1-301 SUMO
NC(=O)C1CCN(C(=O)CC(c2ccccc2)c2ccccc2)CC1	-11	1	3	-3	-5	-2.0	-5	-1.6	2	-3	58
OC(c1cc(-c2ccc(C(F)(F)F)cc2)nc(C(F)(F)F)c1)C1CCCCN1 (centres undefined)	-194	0	-1	-2	-3	2.1	-8	0.6	-1	-8	0
Cc1ccccc1NC(=O)NC(C)(C)CC(C)(C)C	-9	-5	-10	2	-6	-0.2	-1	-1.3	-11	-15	-8
CCOC(=O)COn1c(=O)c(-c2ccc(C)cc2)[n+]([O-])c2ccccc21	0	-6	-2	10	-2	0.2	11	-0.5	5	11	-12
O=C(Nc1cccnc1)c1cc(-c2ccccc2O)on1	-2	-4	2	-5	0	0.5	-1	-0.2	16	-5	.
